PI5P4Ka inh: PI5P4K alpha (human) kinase inhibition; PI5P4Kalpha enzyme, ADP-Glo luminescence, 60 min; hits give low values; max response, %; 330,000 compounds, 1.2% hits; active = max response of -50% or lower; inconclusive = between -30% and -50%; inactive = -30% or higher; note: value at the top dose of about 77 µM; % is set by controls: 0 for no effect and ±100 for the full control effect
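Controls without substrate or without enzyme flank wells where PI5P4Kalpha converts substrate using 5 microM ATP (final). Incubation lasts 60 minutes at room temperature; ADP formed is read by ADP-Glo luminescence.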
HEK293 tox: cytotoxicity counter-screen for GLP-1 receptor inverse agonists. HEK293 cAMP-luciferase reporter cells, luminescence, 24 h. Potency, µM (titrated, usually from 38.3 µM), for inactives: top-dose activity change, negative = inhibition, usual class: inhibitors. 410,000 compounds, 0.13% hits;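 note: loss of luciferase light is scored as toxicity; potency is the fitted concentration of half-maximal effect; % is set by controls: 0 for no effect and ±100 for the full control effect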
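Cells in DMEM/10% Nu serum/1% pen-strep, 1536-well format. Pre-incubated 12 h, dosed with 23 nL compound, incubated a further 24 h. Luciferase detection, 12 min at room temp, luminescence.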
EPAC1 agonist: activates human EPAC1 exchange factor | O95398 | EPAC1 agonist qHTS, biochemical assay; response scale: 100% = response to 6.5 mM cAMP | Potency, µM (titrated, usually from 154 µM), for the others: at the top dose activation, most hits filed as activators | 360,000 compounds, 0.073% hits | AID 720707; note: potency is the fitted concentration of half-maximal effect; nearly all actives have a fitted effect of over 60% in size
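Fluorescent GDP-exchange assay: 100 nM EPAC1 with 250 nM Rap1B preloaded with BODIPY-GDP and 50 uM GDP; compounds tested as concentration series, 5 min at room temperature, then read every 5 min for 30 min (ex 480/em 540 nm); normalized to 6.5 mM cAMP.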
EPAC1 antag: blocks human EPAC1 exchange factor; EPAC1 GEF assay, Rap1b-BODIPY-GDP exchange fluorescence; O95398; 360,000 compounds, 0.14% hits; AID 720709; Potency, µM (highest dose often 115 µM), without a hit: at the highest dose activity change, negative = inhibition, most hits filed as inhibitors;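 note: potency is the fitted concentration of half-maximal effect; plate controls were vehicle for no effect and positive control for full effect; nearly all actives have a fitted effect of over 50% in size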
PTHR1 ag: PTHR1 (human) receptor agonism; HEK293 GP2 PTHR1 cells, GloSensor cAMP luminescence, 1 h; Potency, µM (highest dose often 115 µM), for inactives: at the top dose activation, hits mostly activators; 410,000 compounds, 0.075% hits; AID 743266; note: potency is the fitted concentration of half-maximal effect; nearly all actives have a fitted effect of over 55% in size; some results filed as inactive show a strong effect at the top dose; inactives centre near -15; many of its hits are not listed in these tables
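HEK-293-derived GP2 cells expressing PTHR1 and a GloSensor cAMP reporter, 3,000/well, plated overnight, given luciferin plus IBMX (each 0.5 mM as added) for 1 h at 37 °C, then compound for 1 h at 37 °C. Luminescence was read after 15 min at room temperature.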
PLK1 PBD inh: PLK1 (human) polo-box domain binding inhibition; Plk1 PBD binding of FITC phosphopeptide, fluorescence polarization; Potency, µM, without a hit: max response, negative = inhibition, actives largely listed as inhibitors; AID 720504; P53350; 360,000 compounds, 2.8% hits; note: potency is the fitted concentration of half-maximal effect; series mostly up to about 57 µM; % is set by controls: 0 for no effect and ±100 for the full control effect; nearly all actives have a fitted effect of over 65% in size
Target sequence (P53350 whole entry, looked up, the tested form may be a part): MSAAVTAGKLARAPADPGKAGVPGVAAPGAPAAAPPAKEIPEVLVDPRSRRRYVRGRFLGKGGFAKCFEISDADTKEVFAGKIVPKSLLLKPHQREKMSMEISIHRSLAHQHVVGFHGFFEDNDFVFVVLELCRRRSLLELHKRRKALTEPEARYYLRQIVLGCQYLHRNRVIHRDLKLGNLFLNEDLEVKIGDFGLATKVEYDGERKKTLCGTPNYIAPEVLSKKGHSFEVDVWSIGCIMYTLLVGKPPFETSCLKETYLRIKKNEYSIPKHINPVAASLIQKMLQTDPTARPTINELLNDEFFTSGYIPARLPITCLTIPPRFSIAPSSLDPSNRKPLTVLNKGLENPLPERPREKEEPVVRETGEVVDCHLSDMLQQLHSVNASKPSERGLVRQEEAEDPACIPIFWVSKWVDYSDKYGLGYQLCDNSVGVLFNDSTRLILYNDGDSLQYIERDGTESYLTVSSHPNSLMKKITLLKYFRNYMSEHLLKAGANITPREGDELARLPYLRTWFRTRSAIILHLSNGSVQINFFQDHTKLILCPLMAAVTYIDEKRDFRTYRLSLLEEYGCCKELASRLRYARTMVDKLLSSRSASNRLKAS
IL-2 act: activators of IL-2. activation, % (series mostly up to about 46 µM). 360,000 compounds, 0.065% hits. IL-2 activation reporter assay, cell-based qHTS; stimulated with anti-CD3/CD4/CD28 beads; in transgenic mouse T cells. AID 652025; in the data active = activation above about 50%; inconclusive = mostly about 30% to 49%; note: 0% is about no effect
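EGFP and DsRed fluorescence is measured by plate cytometry in unstimulated transgenic mouse T cells exposed to compound for 60 minutes, then stimulated 18 hours at 37 degrees C with anti-CD3/anti-CD4 beads plus anti-CD28.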
GLP-1R agonist: activates the human GLP-1 receptor | P43220 | HEK293 GLP-1R CRE-luciferase, luminescence, 4-6 h; cells express a hypersensitive GLP-1R form | Potency, µM (series often up to 45.6 µM), for inactives: top-dose activation, actives largely listed as activators | 380,000 compounds, 0.007% hits; note: potency is the fitted concentration of half-maximal effect; % of control where 0% means no effect
Target sequence (P43220 whole entry, looked up): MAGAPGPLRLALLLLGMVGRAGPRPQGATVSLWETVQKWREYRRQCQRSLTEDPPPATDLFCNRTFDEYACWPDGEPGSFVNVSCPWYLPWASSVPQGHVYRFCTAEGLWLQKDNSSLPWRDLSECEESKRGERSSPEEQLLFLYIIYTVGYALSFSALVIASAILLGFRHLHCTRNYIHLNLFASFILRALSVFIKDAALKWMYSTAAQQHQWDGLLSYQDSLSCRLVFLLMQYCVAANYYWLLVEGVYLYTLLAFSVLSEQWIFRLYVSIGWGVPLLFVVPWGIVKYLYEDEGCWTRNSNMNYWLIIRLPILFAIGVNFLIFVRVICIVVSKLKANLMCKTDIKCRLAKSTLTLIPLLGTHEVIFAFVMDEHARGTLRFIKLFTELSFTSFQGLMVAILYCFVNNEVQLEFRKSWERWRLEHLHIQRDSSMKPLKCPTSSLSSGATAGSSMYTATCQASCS
GLP-1R inv ag: acts as inverse agonist at human GLP-1 receptor. HEK293 GLP-1R CRE-luciferase, luminescence, 24 h; GLP-1R form is constitutively active. Potency, µM (highest dose often 38.3 µM), without a hit: at the top dose activity change, negative = inhibition, usual class: inhibitors. 410,000 compounds, 1.6% hits. P43220; note: potency is the fitted concentration of half-maximal effect; % is set by controls: 0 for no effect and ±100 for the full control effect; nearly all actives have a fitted effect of over 55% in size
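Readout was luciferase luminescence, measured 12 min after detection reagent at room temperature. Beforehand, GLP-1R reporter HEK293 cells had sat 12 h, then received compounds for 24 hr at 37 deg C.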
Numbers without * were called inactive; i = inactive; ? = inconclusive; . = no result given; [ ] = another dose, or the depositor's remark. Unless noted, calls come from the whole dose curve; as a rule, active = well fitted curve in the direction sought with a large enough effect; inconclusive = small, poorly fitted or top-dose-only effect, or another doubt; inactive = no such curve, though single readings can be large; an effect the other way counts as inactive or inconclusive.

Fields: PI5P4Ka inh, HEK293 tox, EPAC1 agonist, EPAC1 antag, PTHR1 ag, PLK1 PBD inh, IL-2 act, GLP-1R agonist, GLP-1R inv ag
- Cc1cc(NS(=O)(=O)c2ccc(NC(=O)COc3ccccc3C(C)(C)C)cc2)no1
  -13, -3%, -25%, -12%, i, -19%, 0.7, 10%, ?
- COc1ccc(CNC(=O)CN2CCN(S(=O)(=O)c3cc(Br)ccc3Br)CC2)cc1OC
  2, -1%, 11%, 0%, -17%, 0%, -5.5, 15%, ?
- CCOC(=O)c1cc([N+](=O)[O-])sc1NC(=O)c1ccc(S(=O)(=O)N2CC3(C)CC2CC(C)(C)C3)cc1 (stereo not drawn)
  -4, -32%, 1%, -3%, -32%[inhibitor], 1%, 4.3, -22%, ?
- COC(=O)c1ccc2c(c1)NC(=O)C(N(CC(C)C)CC(C)C)S2 (stereo not drawn)
  -1, -5%, 3%, -3%, -14%, 16%, -1.7, 2%, 60%[activator]
- CC(=O)[C@@]1(O)Cc2c(O)c3c(c(O)c2[C@H](O[C@H]2C[C@H](N)[C@H](O)[C@H](C)O2)C1)C(=O)c1ccccc1C3=O
  ., ., 28µM*, 143%[activator], -40%[inhibitor], ., -0.5, -32%[inhibitor], .
- COc1cccc(CC(=O)Nc2nc(-c3ccc(OC)c(OC)c3)cs2)c1
  -4, 1%, 6%, -21%, -33%[inhibitor], -8%, -5.0, 8%, ?
- CCC(C)[C@H](NC(=O)NCc1ccc(S(N)(=O)=O)cc1)C(=O)OC (stereo partly drawn)
  5, -2%, -4%, 2%, -1%, -8%, -2.7, 9%, 13%
- COc1ccc(C(C)(C)C)cc1NC(=O)c1ccc2ncsc2c1
  2, 1%, 0%, -11%, -17%, -3%, -3.5, ?, -8%
- COc1ccccc1Cn1c(=S)[nH]c2cc(C(=O)NCc3cccnc3)ccc2c1=O
  -14, -20%, -9%, -16%, i, -6%, -0.3, 2%, -30%
- O=C(C[C@H]1C[C@H](C(=O)N2CCCCC2)[C@@]2(CCc3ccccc3)c3[nH]c4cc(-c5ccco5)ccc4c3CCN2C1=O)NCc1cccc(C(F)(F)F)c1
  -19, 0%, -14%, -19%, -38%[inhibitor], -2%, -0.2, -1%, -7%
- COCCCNC(CC(=O)Nc1cc(C)cc(C)c1)C(=O)O (stereo not drawn)
  3, -12%, -1%, -26%, 26%, -18%, 0.6, -3%, -1%
- Cc1ccc(NC2CCCN(C(=O)c3ccccc3N3CCOCC3)C2)cc1C (stereo not drawn)
  -6, -14%, -15%, -23%, i, 0%, -2.2, -1%, -27%
- Cc1noc(C)c1NC(=O)Nc1cccc2c1O[C@H](CN(C)C(=O)NC(C)C)[C@@H](C)CN([C@H](C)CO)C2=O
  0, -30%, -3%, -6%, -15%, -14%, -0.3, 9%, 10%
- Cc1cc(NC(=O)CCn2c(=O)sc3ccccc32)no1
  ., 2%, 1%, 10%, i, 1%, 0.2, -9%, 6%
- COc1ccc(N2CCN(CC(=O)Nc3ccccc3C(=O)NC(C)c3ccccc3)CC2)cc1 (stereo not drawn)
  -3, 1%, -7%, 3%, i, 2%, -1.2, 13%, 9%
- O=C(COC(=O)c1cc(S(=O)(=O)N2CCCCC2)ccc1N1CCOCC1)c1ccccc1Cl
  0, -17%, 8%, -7%, -16%, 6%, 2.4, 6%, ?
- O=C(Cn1ncc(Cl)c(Cl)c1=O)N1CCN(Cc2ccccc2)CC1
  -8, ?, -3%, -21%, -23%, -20%, -0.7, -13%, ?
- O=C(CCc1nc2ccccc2c(=O)[nH]1)N1CCN(S(=O)(=O)c2cc(Cl)ccc2Cl)CC1
  -5, 1%, 2%, -12%, i, -17%, 0.6, -9%, 17%
- O=C1CC(N(O)c2ccccc2)C(=O)N1Cc1ccccc1 (stereo not drawn)
  -1, -6%, -7%, 0%, i, -4%, -2.6, 0%, 0%
- O=C(NC1CCCCC1)C(c1ccc(-c2ccccc2)cc1)n1c(=O)c(-c2ccco2)nc2ccccc21 (stereo not drawn)
  -92*, -2%, -26%, ?, -16%, ?, -0.4, ., -20%
- COc1cc(C(=O)NCC(=O)NC(C)CCc2ccccc2)cc(OC)c1OC (stereo not drawn)
  -4, -23%, 6%, -9%, i, -10%, -0.4, 0%, 6%
- CC1=C(C#N)C(Nc2cc(C)ccn2)(C(F)(F)F)C(=O)N1 (stereo not drawn)
  -1, -4%, 10%, 10%, i, -3%, 0.0, -8%, -3%
- Cc1cccc(N(CC(=O)NC2CCCCC2)C(=O)CCCC(=O)Nc2ccccn2)c1C
  0, 5%, 14%, -18%, -6%, -9%, -2.1, 8%, -10%
- C=CCn1c(SCC(=O)Nc2cccc3ccccc23)nc(O)c(CC)c1=O
  ., 3%, 4%, 4%, i, -14%, -1.0, -13%, 0%
- NS(=O)(=O)c1ccc(NC(=S)NC2CC2)cc1
  -4, -5%, 1%, 3%, i, ?, -2.3, -1%, 0%
- CC(=O)N1CCCc2cc(S(=O)(=O)N3CCCC3)ccc21
  6, -56%, 1%, 1%, 12%, -5%, -2.2, 2%, 43%[activator]
- CCN(CC(=O)NCCc1ccc(S(N)(=O)=O)cc1)Cc1ccccc1
  2, 1%, -3%, ?, -23%, -11%, 1.2, 0%, 9%
- Cn1c(/C=C/c2ccc(Br)cc2)nc2ccccc2c1=O
  -2, 20%, -7%, 6%, i, -10%, -0.7, 4%, 6%
- Cc1ccc(S(=O)(=O)NC(=O)C2(C)CCN2C(=O)C2(c3ccc(Cl)cc3)CC2)nc1 (stereo not drawn)
  -13, -1%, -3%, -8%, -13%, -8%, -0.5, 0%, -20%
- Cc1ccc(CNn2cnnc2SCc2ccc(F)cc2)cc1
  ., -9%, 4%, 6%, i, -2%, 3.3, 3%, -1%
- O=C(Nc1ccnn1C1CCN(Cc2ccccc2)CC1)c1ccccc1Cl
  10, 1%, 0%, -7%, ?, -16%, 1.1, 7%, -11%
- CCOc1ccc(Oc2nc(NCC(C)C)nc(OC)n2)nn1
  3, 0%, -4%, 6%, i, 4%, -2.0, 5%, 29%
- Oc1ccccc1/C=N/Nc1ccccc1
  14, -16%, -4%, -21%, -45%[inhibitor], -5%, -1.9, 6%, ?
- O=C1c2ccccc2C(=O)N1CCCCc1cn(C[C@H]2CC[C@@H]([C@@H]3CC[C@H](Cn4cc(CCCCN5C(=O)c6ccccc6C5=O)nn4)O3)O2)nn1
  -2, -23%, -4%, -4%, -30%[inhibitor], 1%, -0.1, -3%, 32%[activator]
- O=C(OCC1OC(Oc2ccc(O)cc2)C(O)C(O)C1O)c1ccccc1 (stereo not drawn)
  -2, 1%, -18%, 5%, -16%, 2%, 0.0, -2%, -4%
- O=C(NN=C1CCCCCC1)c1cn(-c2ccccc2)nc1-c1ccccc1
  -5, 5%, -6%, -15%, i, -6%, 0.3, -10%, -3%
- S=C(NC1CCCC1)N1CCN(c2ccc(Cl)cc2)CC1
  11, 4%, 11%, -13%, -18%, -13%, 0.3, 15%, ?
- CCOC(=O)Nc1cccc(Cl)c1C
  -1, -10%, -4%, 5%, i, 0%, -2.5, 5%, 17%
- CCOc1cc(/C=N/NC(=O)c2cccc(S(=O)(=O)N3CCOCC3)c2)ccc1OCC(=O)N(C)C
  -2, 8%, 2%, 7%, i, -1%, -7.4, 4%, 6%
- Cc1ccc(C(=O)c2c(NC(=O)c3ccccc3)sc(C)c2C)cc1
  -4, 17%, 3%, -11%, i, 12µM*, 0.1, 1%, -65%
- O=C1CC(C(=O)NCc2ccccc2)C2(CCCC2)O1 (stereo not drawn)
  ., 1%, 3%, -15%, 20%, -11%, -1.2, 2%, -4%
- CC(C)(C)CC(C)(C)c1ccc(OCC(=O)N/N=C/c2ccc(S(=O)(=O)O)o2)cc1
  -4, -3%, -3%, -5%, i, 3%, 1.2, 0%, 9%
- CCOC(=O)c1cnc(=O)[nH]c1C
  -1, -5%, -1%, 5%, i, 0%, -1.8, 1%, 0%
- O=C(CSc1nc2ccccc2c(=O)n1-c1ccc(F)cc1)Nc1ccc2c(c1)CCC2
  0, 6%, 7%, 7%, -5%, -2%, 2.3, 5%, ?
- Cc1ccccc1S(=O)(=O)NC(=O)C1(C)CCN1C(=O)CC(c1ccccc1)c1ccccc1 (stereo not drawn)
  -2, -4%, 2%, -28%, -29%, 2%, -0.3, 1%, ?
- Cc1cc(CNC(=O)c2cccc(OC3CCN(S(=O)(=O)N(C)C)CC3)c2)on1
  7, 2%, 6%, -27%, -18%, -1%, -2.0, 4%, 21%
- COc1ccc(-c2cc3ncc(-c4ccccc4)c(N)n3n2)cc1
  -24, -3%, 14%, -6%, -33%, 10%, -0.1, 7%, -10%
- COC(=O)C1=C(C)NC(=O)/C1=C\c1cc(C)n(-c2cccc(C)c2)c1C
  ?, 1%, 5%, -21%, -23%[57.5 µM], -4%, -0.1, 2%, 21%
- CCCCN1CC(O)=C(c2nc(-c3ccc(Cl)cc3)cs2)C1=N
  0, 10%, 0%, -13%, i, -6%, -3.3, -13%, 2%
- Cc1ccc(CNC(=O)CN(C)S(=O)(=O)c2cccc3cccnc23)cc1
  -4, 8%, -4%, 9%, -21%, -19%, -0.9, 8%, -25%

Next part.
Fields: PI5P4Ka inh, HEK293 tox, EPAC1 agonist, EPAC1 antag, PTHR1 ag, PLK1 PBD inh, IL-2 act, GLP-1R agonist, GLP-1R inv ag
- CC1(C(=O)NS(=O)(=O)c2ccc3c(c2)CCO3)CCN1C(=O)c1ccccc1CCc1ccccc1 (stereo not drawn)
  7, -9%, -1%, -3%, -13%, 1%, -0.1, 1%, ?
- COCCn1c(C)cc(/C=C(\C#N)C(=O)OCC(=O)Nc2ccc(S(N)(=O)=O)cc2)c1C
  -17, 77%[activator], -5%, 4%, 0%, -3%, 3.3, 13%, 22%
- Cc1occc1-c1nnc(SCC(=O)Nc2c(F)cccc2F)n1C
  2, 4%, ?, 3%, i, 1%, -0.7, 7%, 26%
- COC(=O)C1=CN(c2ccc(Cl)cc2)C=C(C(=O)OC)C1c1ccc([N+](=O)[O-])cc1
  -1, 1%, 14%, -2%, i, -6%, -4.1, 5%, ?
- Cc1cccc(NC(=O)CN(C)S(=O)(=O)c2ccc3c(c2)c(=O)n(C)c(=O)n3C)c1
  ., -1%, ., ., i, ., ., 1%, -4%

An excerpt. The share of hits here may be higher or lower than overall.
